Compound activity as filed in PubChem BioAssay.
Insulin prom up: MIN6 insulin promoter up-regulation; MIN6 insulin promoter-GFP reporter, high-content imaging; stronger effect = higher value; hit rate 0.3% among 190,000; z-score at 5 µM;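 active = z-score above 3 at 5 µM with at least 500 cells counted in the well; inconclusive = wells under 500 cells, flagged as cytotoxic or low count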
HIV peptide binding: cell-free HIV fusion peptide-binding blockers – biochemical, uHTS, fluorescence dequenching, primary screen (AID 1986) | cell-free peptide binding, fluorescence dequenching, 30 min; higher % means a stronger effect | inhibition, % at 20 µM; hits with a dose series show IC50 in µM | hit rate 0.3% among 290,000; in the data active = inhibition mostly above about 52%, no sharp cut-off; inactive = mostly below about 76%; also: some results filed as inactive read as strong as hits
MT stabilize HCS: microtubule stabilizers in HeLa cells | HeLa tubulin immunostaining HCS, 24 h; share of cells brighter than vehicle mean+2SD | % tubulin-high responders, % at 10 µM | hit rate 0.83% among 200,000 | AID 2205;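 active = plate Z-score above 3 for both tubulin-high and condensed-nucleus cell shares, with cell loss under 80%, at 10 µM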;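 also: anti alpha tubulin signal scored within the nucleus-defined area of each cell; some results filed as inactive read as strong as hits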
Autophagy HCS: autophagy modulation, high-content screen | MEF GFP-LC3 puncta imaging; test concentration mostly 10 µM | calls only at 10 µM (by protocol) | hit rate 0.98% among 190,000;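 active = percentage of spot-positive cells more than 3 SD above its plate mean, without a fluorescence outlier flag or 80% toxicity; inconclusive = no clear call, values can overlap the other calls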;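 also: spot-positive cell cutoff set from DMSO-treated cells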
Dynein cargo inh: dynein cargo transport inhibition; z-score, hits read low; hit rate 0.47% among 220,000; 3617.4 mouse cells, GR-EGFP nuclear translocation imaging; test concentration mostly 20 µM; stimulated with dexamethasone, 1 µM; stronger effect = lower value;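 active = plate z-score of nuclear minus cytoplasmic receptor signal below a set negative limit, without overly bright fluorescence or cell loss, cut at about -3.5 in these data, passing the limit was not always enough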;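 also: z-score of nuclear minus cytoplasmic ring GR-EGFP intensity difference per well; some compounds called inactive have numbers as strong as hits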
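Buffer or medium: tetracycline-free induction medium containing charcoal-stripped FBS / Reagent: dexamethasone agonist, 1.0 µM final, for 30 min / Technique: automated 10x imaging of fixed Hoechst-stained cells / Times: induction 48 h, compound 1 h, agonist 30 min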
bCat nuc transl: modulators of beta-catenin nuclear translocation. hit rate 0.3% among 190,000. nuclear translocation activity, % at 5 µM. HeLa beta-catenin nuclear translocation, immunofluorescence imaging;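 active = nuclear translocation activity above 50% at 5 µM, with a well cell count of 50 or more; inconclusive = wells under 50 cells across six images, flagged as toxic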;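 also: per-cell ratio of nuclear to cytoplasmic median beta-catenin stain intensity; plate controls were DMSO negative control for no effect and GSK-3 inhibitor IX positive control for full effect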
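Assay system: human HeLa cells, native beta-catenin; doses: 5 µM primary, 0.02–20 µM confirmation; incubation: compound treatment 24 h, 37°C, 5% CO2; technique: fluorescence imaging of beta-catenin antibody stain plus DAPI; measure: % activation, nuclear-to-cytoplasmic median beta-catenin signal ratio per cell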
AID2073: disruptors of CaV2.2 binding to Mint1 – biochemical, HTRF (AID 2073); hit rate 0.19% among 290,000; one-dose inhibition, % at 20 µM; IC50 in µM for titrated hits; HTRF protein-protein interaction, Mint1-CaV2.2; higher % means a stronger effect; in the data active = inhibition mostly above about 51%, no sharp cut-off; inconclusive = no clear call, values can overlap the other calls; inactive = mostly below about 53%; also: some results filed as inactive read as strong as hits
WT yeast gro inh: growth inhibition of WT yeast, mitochondrial fusion screen | inhibition, % at 10 µM | hit rate 2.1% among 190,000 | mitochondrial fusion phenotypic screen, WT strain; in the data active = inhibition above about 58%; tested in S. cerevisiae
Yfh1-depleted yeast: mitochondrial function rescue without frataxin homolog – Friedreich's ataxia, plus single-dose screen, dose response (AID 1465); S. cerevisiae Yfh1-off respiration, WST-1 reduction, 72 h; higher fold induction means a stronger effect; fold induction at 50 µM, or EC50 in µM where a hit was titrated; hit rate 0.074% among 220,000;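 active = fold induction of absorbance versus untreated yeast above a set limit, then at least 30% activation at any dose in follow-up; inconclusive = repeats straddling the limit, or above it without dose testing; inactive = fold induction below the set limit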;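 also: activators that raise dye reduction in frataxin-depleted yeast; strong numbers were not always called active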
WT yeast gro inh mutant strain: second read-out of WT yeast gro inh, no call of its own (marks repeat the call); inhibition, %; mitochondrial fusion phenotypic screen, mutant strain inhibition
Dynein cargo inh cytoplasmic EGFP: further read-out of Dynein cargo inh, marked with its call; z-score; measured here: cytoplasmic GR-EGFP intensity; stronger effect = higher value
Dynein cargo inh nuclear GR-EGFP: second read-out of Dynein cargo inh, no call of its own (marks repeat the call); z-score; measured here: nuclear GR-EGFP intensity;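 lower value marks the stronger effect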
Dynein cargo inh cell count: further read-out of Dynein cargo inh, marked with its call; z-score; measured here: cell count per field
Insulin prom up cell count: second read-out of Insulin prom up, no call of its own (marks repeat the call); cell count; measured here: cytotoxicity, nuclei count;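 total cells summed across four imaged fields per well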
bCat nuc transl cell count 5 µM: second read-out of bCat nuc transl, no call of its own (marks repeat the call); cell count; measured here: cell count, cytotoxicity flag
MT stabilize HCS Hoechst-high %: further read-out of MT stabilize HCS, marked with its call; % Hoechst-high responders; measured here: nuclear condensation Hoechst responders;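 share of cells brighter than vehicle mean plus two SD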
MT stabilize HCS cytotoxicity %: further read-out of MT stabilize HCS, marked with its call; toxicity, %; measured here: cytotoxicity by cell density;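 0% = mean cell density of plate MIN control wells and 100% = no cells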
Autophagy HCS cell loss 18 h: further read-out of Autophagy HCS, marked with its call; toxicity, %; measured here: cell loss, nuclei count;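 cell loss after 18 h compound exposure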
* = called active by the depositor; i = inactive; u = inconclusive; x = no result given.

SMILES	Insulin prom up	Insulin prom up cell count	HIV peptide binding	MT stabilize HCS	MT stabilize HCS Hoechst-high %	MT stabilize HCS cytotoxicity %	Autophagy HCS	Autophagy HCS cell loss 18 h	Dynein cargo inh	Dynein cargo inh cytoplasmic EGFP	Dynein cargo inh nuclear GR-EGFP	Dynein cargo inh cell count	bCat nuc transl	bCat nuc transl cell count 5 µM	AID2073	WT yeast gro inh	WT yeast gro inh mutant strain	Yfh1-depleted yeast
Cc1nc(C)c(C(=O)Nc2ccc(Oc3ccccc3)cc2)o1	-0.5	1699	2.9%	3.2	1.9	5.5	i	3	0.9	-0.24	0.94	-1.5	-0.1	1035	-3%	14	22	i
COc1cccc(C(=O)NC(=S)Nc2ccc3c4c(cccc24)CC3)c1	-0.31	1662	13%	2.7	1.5	8.5	i	5	-0.34	-0.17	-0.39	0.71	1.6	1347	14%	49	41	i
CSC1=C(C#N)C(c2ccccc2Cl)C2=C(N1)c1ccccc1C2=O (stereo not drawn)	-0.57	1524	12%	4.3	3.2	3.1	i	-18	-2.4	1.7	-0.24	-0.16	-0.2	1356	24%	21	15	i
CC(C)C(C(=O)O)N1C(=O)/C(=C/c2cccn2C)SC1=S (stereo not drawn)	0.71	1279	41%	1.4	4.0	12	i	-5	0.88	-0.24	0.32	-0.7	-0.3	895	-16%	-7	-28	u
CC(O)CNC(=S)Nc1ccccc1 (stereo not drawn)	-0.53	1630	-1.4%	4.1	2.0	0.6	i	8	1	-0.42	0.8	0.74	-3.1	1144	-9%	3	-2	i
CCn1c(SCC(=O)N/N=C(\C)c2ccncc2)nnc1-c1ccccc1	x	x	-1.1%	1.3	1.9	0.2	i	-16	-0.072	-0.18	-0.057	0.069	-0.8	934	-6%	0	-9	i
S=c1[nH]nc2c3c4c(sc3ncn12)CCCC4	0.01	791	1.3%	3.8	2.0	1.2	i	32	1.1	0.021	1.2	-0.08	x	x	-34%	-10	-11	i
Cn1c(C(=O)N2CCCc3ccccc32)cc2sccc21	x	x	-2.2%	4.2	1.3	11	i	10	-0.91	-0.21	-0.23	0.34	x	x	20%	8	14	i
CN(c1ccccc1)S(=O)(=O)c1cccc(NC(=O)c2cc3ccccc3oc2=O)c1	0.85	851	-0.4%	x	x	x	x	x	1.4	-0.47	0.79	-1.8	0.0	1356	15%	x	x	i
Cc1nn(Cc2ccc([N+](=O)[O-])cc2)c(=O)n1-c1cccc(Cl)c1	1.1	1500	1.1%	0.8	1.7	5.3	i	5	-0.8	-0.29	0.2	0.59	-1.3	1020	-8%	-7	16	i
Clc1c(-c2nnc3n2CCCCC3)sc2ccccc12	-0.55	1095	12%	4.5	3.6	9.0	i	9	-0.23	-0.19	0.32	0.83	0.0	1143	0%	-9	-41	i
Cn1c(NC(=O)C[n+]2cc(-c3ccc(Cl)c(Cl)c3)n3c2CCC3)cc(=O)n(C)c1=O	-0.11	1276	2.4%	1.0	1.8	1.8	i	-18	-0.65	-0.28	-0.56	0.4	0.2	952	-2%	7	-9	i
OC(CNCCNc1ncccc1C(F)(F)F)COc1ccc(F)cc1 (stereo not drawn)	-0.39	1029	-0.3%	x	x	x	x	x	-0.75	-0.3	-0.0074	1.1	0.2	1307	-10%	x	x	i
CC(C)C[C@H](N)c1nnc(S(=O)(=O)Cc2cccc(F)c2)o1	0.43	1204	-0.5%	5.9	3.4	3.1	i	-15	-4.9*	0.93*	-1.6*	0.48*	2.1	1155	32%	-33	-17	i
Cc1ccc(S(=O)(=O)CCC(=O)OCC(=O)NC(N)=O)cc1	-0.27	1353	0.8%	x	x	x	x	x	-0.17	-0.29	-0.022	0.39	-2.4	1136	32%	x	x	i
COc1ccccc1-c1nc2ccccc2nc1-c1ccccc1OC	-0.04	1349	0.7%	5.0	1.4	0.2	i	7	0.54	-0.27	0.38	0.52	0.0	864	-1%	29	10	i
CC(C)CCOc1ccc(C2=NNC(=O)CC2)cc1	-0.79	1601	0.8%	4.9	3.3	5.0	i	-6	-0.73	-0.26	-0.41	1.8	2.5	652	32%	0	14	i
FC(F)c1nc2ccccc2[nH]1	-0.22	1555	0.3%	2.2	1.9	3.2	i	6	-0.34	-0.22	-0.0055	-0.31	-1.0	1024	8%	-12	-7	i
N#Cc1c(N)c(C(=O)c2ccc(Br)cc2)n2c1CCC2	-0.26	1185	2.0%	3.2	2.8	13	i	-1	-0.27	-0.19	-0.09	-0.18	-5.5	965	0%	-17	-27	i
O=C(O)CC1NC(=S)N(c2ccccc2)C1=O (stereo not drawn)	-0.09	1792	2.4%	3.7	3.1	9.5	i	0	-0.023	-0.25	0.11	1.7	-2.4	1074	-5%	9	13	i
CCOc1ccc(NC(=O)CC2C(=O)N(c3ccccc3)C(=O)N2CCOC)cc1 (stereo not drawn)	0.26	898	-1.0%	7.1	1.6	5.2	i	1	-1.1	-0.32	-0.35	1.2	-0.1	1102	7%	-12	13	i
Cc1ccc(CN2C(=O)N/C(=C/c3ccc(-c4ccc(C(=O)O)cc4)o3)C2=O)cc1	0.35	928	52%	x	x	x	x	x	-0.41	-0.21	0.15	0.56	0.5	1326	-5%	x	x	i
S=C(Nc1ccc(Cl)cc1)N1CCCC1	-0.09	1389	-2.0%	5.2	2.8	7.5	i	-2	0.14	-0.27	-0.13	-0.22	0.5	1003	-17%	-4	-15	i
NC(=S)Nc1ccc(Oc2ccc(NC(N)=S)cc2)cc1	-0.39	1576	-0.7%	3.0	1.4	7.9	i	4	-1.1	-0.2	0.042	1.1	-1.0	1338	12%	5	-21	i
O=C(Nc1ccc(/C=C/c2nc3ccccc3o2)cc1)c1ccc(F)cc1	x	x	-1.9%	3.8	1.4	2.6	i	-9	-0.14	-0.18	-0.2	-0.12	x	x	23%	5	15	i
CC(=O)CCn1c(=O)n(CCC(C)=O)c(=O)n(CCC(C)=O)c1=O	0.51	1148	-1.5%	3.6	1.4	4.0	i	1	2.4	-0.24	0.17	-0.81	1.0	1016	5%	-8	-21	x
CCOC(=O)c1c(-c2ccc(OC)cc2)csc1NC(=O)CCN1CCOCC1	-0.98	1365	-1.0%	1.5	1.8	1.4	i	6	-0.2	-0.31	-0.0018	0.69	4.6	926	-2%	25	43	i
Nc1ccccc1NC(=O)c1ccccc1N	-0.55	1654	-0.2%	5.9	3.2	17	i	37	0.53	-0.05	0.47	0.19	1.4	1421	3%	12	20	i
COC(=O)CSc1n[nH]c(-c2cccnc2)n1	0.7	1315	1.2%	1.5	1.8	9.3	i	-8	0.18	-0.29	0.24	-0.016	-0.3	1170	-2%	3	-10	i
O=c1[nH]cnc2sc3c(c12)CCN(Cc1ccccc1)C3	0.19	1201	2.7%	1.6	2.3	11	i	-7	-0.098	-0.26	-0.082	0.33	3.8	498	-1%	3	15	i
Cc1ccc(C(C)C)c(OCCn2c(=O)oc3ccccc32)c1	0.56	1615	-3.9%	2.7	1.4	11	i	1	0.98	-0.12	-0.4	-0.38	-0.6	970	4%	-9	-12	i
CCS(=O)(=O)N1CCC(C(=O)NCc2ccccn2)CC1	-0.32	1270	0.1%	3.7	1.2	9.3	i	9	0.15	-0.079	0.53	-0.35	-2.2	1071	-2%	-4	-11	i
O=C1CCCN1CCC12CC3CC(CC(C3)C1)C2	0.41	1413	1.1%	3.2	2.0	9.6	i	-10	-0.36	-0.26	0.11	0.24	-0.7	1092	10%	4	10	i
COc1ccc(S(=O)(=O)Nc2cc(C)c(O)c(S(=O)(=O)c3ccccc3)c2)cc1	0.17	1246	0.6%	3.2	1.4	2.2	i	17	-1.4	-0.23	-0.43	1	x	x	-7%	3	6	i
CCCOc1ccc(CC(=O)NCc2ccco2)cc1OC	-0.03	1238	3.0%	3.4	2.4	7.3	i	6	0.83	-0.21	0.41	-0.14	-3.0	1184	-3%	-21	-11	i
CCCc1[nH]nc2c1C(CCC)C(C#N)=C(N)O2 (stereo not drawn)	-0.23	1275	-3.6%	4.3	1.4	9.4	i	-3	0.8	-0.14	1.4	-1.8	-6.3	1015	-10%	7	-7	i
CC1(C)CC(=O)c2cnc(NC(=O)c3ccco3)nc2C1	0.97	1598	0.5%	1.7	0.9	7.5	i	-13	0.5	-0.23	0.013	-0.072	-4.3	1375	2%	15	8	i
COc1ccc(/C=C(\C#N)C(=O)OCC(=O)N2CC(C)OC(C)C2)cc1 (stereo not drawn)	0.58	1281	1.0%	3.0	2.0	5.4	i	-4	-0.44	-0.3	-0.27	1	-1.7	1078	9%	-7	2	i
O=C(CN1CCN(c2cccc(Cl)c2)CC1)N1CCCC1	0.77	1245	-1.3%	2.3	1.8	3.2	i	3	0.54	-0.28	0.67	0.35	-1.0	1070	-10%	-20	-6	x
CCCCC1C2C(=O)N(c3ccccc3)C(=O)C2ON1c1ccccc1 (stereo not drawn)	-0.49	1199	-0.8%	x	x	x	x	x	-0.021	-0.24	-0.06	-0.13	0.1	1301	-2%	x	x	i
Cc1ccc(S(=O)(=O)N(C(=O)c2ccncc2)c2ccc3oc4c(c3c2)CCCC4)cc1[N+](=O)[O-]	0.08	1407	-1.4%	2.1	3.3	5.5	i	6	-0.11	-0.19	-0.023	0.017	-2.0	526	11%	28	0	i
